Fam108B counter – blocks mouse Fam108B hydrolase in RBBP9 counter-screen; inhibition, % at 9.51 µM; recombinant Fam108B, FP-Rh probe fluorescence polarization; 300,000 tested, 0.33% active; AID 1947;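 active = inhibition above the screen mean inhibition plus 3 SD, computed separately per campaign, cut at about 18% in these data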;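 also: inhibitors lower polarization as less probe binds the enzyme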
MEX-5 binding – C. elegans MEX-5 TCR-2 RNA binding activity | 300,000 tested, 0.38% active | MEX-5/FITC-TCR2 RNA binding, fluorescence polarization; hits give low values | activity score (negative = inhibition of binding), % at 10 µM | Q9XUB2;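 active = inhibition past about -25% in most replicates, and total fluorescence under double the plate's negative control median, limit read from the data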;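 also: 0% = DMSO and -100% = 5 µM competing unlabeled TCR2 RNA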
pPAFAH FP inh – inhibitors of human plasma PAF acetylhydrolase (pPAFAH). recombinant pPAFAH, FP-rhodamine probe fluorescence polarization. inhibition, % at 3.39 µM. 330,000 tested, 1.5% active. AID 463082;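 active = inhibition above the mean inhibition across the screen plus 3 SD, cut at about 25% in these data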;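 also: inhibitors block binding of the rhodamine activity-based probe so polarization drops; 0% = enzyme with DMSO and 100% = wells lacking pPAFAH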
Target sequence (Q13093 whole entry, looked up): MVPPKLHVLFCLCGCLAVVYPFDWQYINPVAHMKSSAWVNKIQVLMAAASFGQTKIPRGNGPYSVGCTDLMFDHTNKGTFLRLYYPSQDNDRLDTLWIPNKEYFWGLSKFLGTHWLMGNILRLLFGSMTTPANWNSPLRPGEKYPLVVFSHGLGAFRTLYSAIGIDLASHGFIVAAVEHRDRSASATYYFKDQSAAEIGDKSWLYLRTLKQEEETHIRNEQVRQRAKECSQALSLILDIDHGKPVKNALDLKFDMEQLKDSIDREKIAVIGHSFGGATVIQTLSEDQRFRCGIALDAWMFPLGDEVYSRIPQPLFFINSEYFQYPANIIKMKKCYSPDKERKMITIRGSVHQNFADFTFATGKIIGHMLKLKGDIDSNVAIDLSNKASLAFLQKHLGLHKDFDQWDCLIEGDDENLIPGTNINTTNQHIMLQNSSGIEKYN
PME-1 inh – PME-1 (human) inhibition | 320,000 tested, 0.53% active | Q9Y570 | recombinant PME-1, FP-Rh probe fluorescence polarization | inhibition, % at 5.9 µM;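 active = inhibition above the campaign mean of all compounds plus 3 SD, cut at about 26% in these data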;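 also: competitive labeling of PME-1 active site by serine hydrolase directed probe; 0% = PME-1 with DMSO and 100% = wells lacking PME-1 enzyme; inhibitors block probe labeling so polarization falls and inhibition rises; many of its hits are not listed in these tables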
Target sequence (Q9Y570 whole entry, looked up): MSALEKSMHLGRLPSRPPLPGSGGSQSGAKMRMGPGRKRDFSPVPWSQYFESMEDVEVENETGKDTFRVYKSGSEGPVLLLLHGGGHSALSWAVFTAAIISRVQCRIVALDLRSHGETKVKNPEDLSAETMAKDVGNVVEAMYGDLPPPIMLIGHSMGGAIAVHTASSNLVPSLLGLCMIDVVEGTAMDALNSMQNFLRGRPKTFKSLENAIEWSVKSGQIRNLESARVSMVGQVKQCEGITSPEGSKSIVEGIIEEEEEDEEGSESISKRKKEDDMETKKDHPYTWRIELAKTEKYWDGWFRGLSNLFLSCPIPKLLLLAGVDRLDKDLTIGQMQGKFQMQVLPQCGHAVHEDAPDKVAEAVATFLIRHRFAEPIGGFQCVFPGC
GLD-1 RNA inh – GLD-1-TGE RNA interaction inhibition (C. elegans); Q17339; purified GLD-1 + fluorescein TGE RNA, fluorescence polarization; inhibition, % at 5.96 µM; 320,000 tested, 0.44% active; AID 2280;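 active = percent inhibition above a per-plate cutoff, the plate mean of test compounds plus 3 SD, cut at about 30% in these data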;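 also: 0% = DMSO wells with GLD-1 and probe and 100% = wells lacking GLD-1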
MCL1-BIM inh – MCL1-BIM-BH3 interaction inhibition (human). Q07820. GST-MCL1 / FITC-Bim-BH3 fluorescence polarization. inhibition, % at 10.9 µM. 320,000 tested, 0.68% active. AID 2057;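 active = inhibition above the mean inhibition of all tested compounds plus 3 SD, set per campaign, cut at about 40% in these data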;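 also: 0% = DMSO wells and 100% = unlabeled Bim-BH3 peptide control; higher means more loss of mP so more displacement of Bim peptide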
AHR activator – activates the human aryl hydrocarbon receptor. P35869. 320,000 tested, 2.5% active. AHR-responsive luciferase reporter cells, luminescence. activation, % at 5 µM; in the data active = activation above about 47%;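 also: 0% = vehicle wells and 100% = reference agonist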
Bcl-xL primary – blocks human Bcl-xL binding to Bim BH3 peptide; GST-Bcl-xL / FITC-Bim BH3 peptide fluorescence polarization; 320,000 tested, 0.7% active; Q07817; inhibition, % at 10.9 µM;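 active = inhibition above the mean of all tested compounds plus 3 SD, cutoff set per campaign, cut at about 30% in these data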;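 also: 0% = DMSO wells and 100% = unlabeled Bim-BH3 peptide competitor; inhibitors lower millipolarization by displacing the labeled peptide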
PAFAH1B2 FP inh – blocks human PAF acetylhydrolase 1b catalytic subunit 2. P68402. recombinant PAFAH1B2, FP-rhodamine activity probe, fluorescence polarization. inhibition, % at 3.39 µM. 340,000 tested, 1.2% active. AID 492953;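 active = inhibition above the mean of all tested compounds plus 3 SD, cut at about 24% in these data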;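 also: 0% = enzyme with DMSO and 100% = wells lacking PAFAH1B2; many of its hits are not listed in these tables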
Active calls of the source: *; x = no result given. Only part of the results is shown. The share of hits here may be higher or lower than overall.

SMILES	Fam108B counter	MEX-5 binding	pPAFAH FP inh	PME-1 inh	GLD-1 RNA inh	MCL1-BIM inh	AHR activator	Bcl-xL primary	PAFAH1B2 FP inh
COc1ccc(-c2cccc(NC(=O)c3cccs3)c2)nn1	-4	-6.8	2	-7	3	-11	3	1	-2
CC1=CCC2C(=O)N(c3nc(C)cc(C)n3)C(=O)C2C1 (configuration not stated)	-1	-0.4	2	-6	5	0	1	1	-3
COc1ccc(C2/C=C\CN(Cc3ccncc3)CC(=O)N2Cc2ccc(F)cc2)cc1 (configuration not stated)	1	0.8	8	7	8	-1	4	7	6
CCOC(=O)C1CCN(CCC(=O)Nc2ccc(Br)cc2)CC1	0	1.3	-2	-1	0	12	3	5	1
CCCc1[nH]nc2c1C(c1cccc(OC(=O)c3ccco3)c1)C(C#N)=C(N)O2 (configuration not stated)	-2	0.1	2	7	0	7	6	3	7
Cc1ccc(NC(=O)C(=O)NCC2CCCN2S(=O)(=O)c2cccs2)c(C)c1 (configuration not stated)	0	1.3	-2	2	0	2	2	-1	-2
C/C(=N\NC(=O)c1c(C)nc2ccccn12)c1ccc(O)cc1O	6	-0.8	9	11	-10	1	5	-1	13
COc1ccccc1NC(=O)c1ccc2nc(-c3ccccc3)c(-c3ccccc3)nc2c1	3	-0.5	4	2	6	2	-2	2	1
COc1ccc(-c2n[nH]c3c2CN(C(=O)c2ccc(OC)c(OC)c2)CC3)cc1	0	-3.9	5	-3	2	7	13	4	2
CN(C)c1ccc(C(CNS(=O)(=O)c2ccc([N+](=O)[O-])cc2)N2CCOCC2)cc1 (configuration not stated)	1	0.5	4	-2	-5	-1	1	1	2
CNC(=O)[C@H]1O[C@@H](n2cnc3c(NCc4cccc(I)c4)ncnc32)[C@H](O)[C@@H]1O	2	x	9	4	1	-2	3	5	-3
COc1ccc(CNc2nc(-c3ccccc3)nn2C(=O)c2ccc([N+](=O)[O-])cc2)cc1	0	0.3	6	-7	3	5	17	4	8
CCC(=O)c1ccccc1OCCCCn1cncn1	-1	-1.6	5	5	4	10	28	9	4
Cc1ccc(-c2noc(CN(C(=O)Cc3ccccc3)C(C)C)n2)cc1	1	-0.6	9	0	0	-6	2	3	3
O=S(=O)(NC(=S)NC1CCCCC1)c1ccccc1	-2	-2.2	-8	-7	1	-2	0	11	5
O=C(c1ccccn1)c1conc1C(=O)c1ccc(Br)cc1	-1	0.9	3	-4	5	6	18	11	4
O=C(NCc1ccccc1F)C1CCCN1C(=O)Nc1cccc(F)c1 (configuration not stated)	-1	0.1	-4	2	2	-4	-1	3	0
CC(=O)c1cnc(-c2cccc(Cl)c2)s1	-5	1.1	-2	3	1	4	1	5	3
O=C(COc1ccc(S(=O)(=O)NC2CCCC2)cc1)N1CCCCCC1	3	-2.3	6	-3	7	10	0	4	3
O=C(COC(=O)/C=C/c1cccc(Cl)c1)Nc1ccc2[nH]c(=O)[nH]c2c1	1	-0.6	7	-6	0	-20	-1	-9	-4
O=C(CSc1n[nH]c(=O)[nH]c1=O)Nc1ccc2c(c1)C(=O)c1ccccc1C2=O	12	-0.1	23	8	20	40*	17	34*	2
CC1=N/C(=C\c2ccc([N+](=O)[O-])cc2)C(=O)N1c1cc(Cl)ccc1C	3	-12	1	-1	-6	-1	7	1	8
O=C(Nc1ccccc1)Nc1cc([N+](=O)[O-])ccc1F	0	-2.0	2	0	-1	-2	1	0	-3
Cc1ccc(Oc2nc3ccccn3c(=O)c2/C=C(\C#N)C(=O)Nc2c(C)n(C)n(-c3ccccc3)c2=O)cc1	0	0.5	-5	6	-1	7	-2	5	11
COc1ccc(C2=NOC3(CC(=O)N(c4ccc5ccccc5c4)C3=O)C2)c(OC)c1 (configuration not stated)	-1	2.3	-1	0	12	-4	6	-2	6
O=C(CCC(=O)N1CCN(C2CCCCC2)CC1)Nc1nnc(C(F)(F)F)s1	1	0.8	1	5	3	10	-2	6	1
CCN(CC(=O)NC(C)C)C(=O)[C@H](C)NC(=O)c1ccc(Br)cc1	1	3.7	0	1	1	7	3	7	-1
O=C1c2ccccc2NC(c2ccccc2)N1NS(=O)(=O)c1ccccc1 (configuration not stated)	2	1.6	-6	-1	8	5	1	10	3
CCOC(=O)C(NC(=O)c1ccccc1)(N1CCCC1=O)C(F)(F)F (configuration not stated)	1	-0.2	3	2	9	3	6	3	-1
Cc1noc(NC(=O)c2ccccc2)c1C#N	0	-0.5	4	-2	3	4	-1	7	-5
Cn1c(=O)oc2ccc(C(=O)CSc3nnnn3-c3ccccc3)cc21	0	-3.7	9	-7	4	-8	0	-1	3
c1ccc(CCC2CCCCN2Cc2nc(-c3ccc4c(c3)OCO4)no2)nc1 (configuration not stated)	7	-2.2	0	3	-7	7	14	7	0
CCCOc1ccc(NC(=O)CC2C(=O)N(CC)C(=S)N2CCCN2CCN(Cc3ccccc3)CC2)cc1 (configuration not stated)	-1	1.5	4	2	5	6	0	5	-1
O=C(Cc1cccs1)Nc1cc(SCCO)cc([N+](=O)[O-])c1	3	-2.4	5	3	6	11	3	3	1
Cc1cccc(C)c1NC(=O)Cn1nnc(-c2ccc(N3CCOCC3)cc2)n1	4	-1.3	4	-7	10	4	10	6	7
O=C(Nc1ccc([N+](=O)[O-])cc1)c1ccc(S(=O)(=O)N2CCCC2)cc1	5	-1.4	3	7	0	58*	-1	3	3
Cn1cccc1/C=C1\SC(=S)N(CC(=O)O)C1=O	-2	x	-1	6	-127	-142	-1	-83	-2
O=C(NCc1ccccc1)c1onc(CSc2ccc(F)cc2)c1C(=O)NCCCN1CCOCC1	0	-0.6	3	-1	-7	2	0	2	5
COc1ccc(NC(=O)CC(NC(C)c2ccccc2)C(=O)O)cc1 (configuration not stated)	-3	3.5	0	1	2	-6	1	5	1
CCN(c1ccc(NC(=O)c2ccc(Cl)nc2)cc1)C(C)C	0	-0.7	4	-2	0	-2	36	4	0
O=C(c1cc(S(=O)(=O)N2CCCCC2)c(Cl)cc1N1CCOCC1)N1CCOCC1	3	0.5	4	3	2	8	-1	8	3
CCOc1ccc(OCC)c(NC(=O)CN(c2ccc(C)cc2)S(=O)(=O)c2c(C)noc2C)c1	6	-1.9	8	-2	2	4	62*	7	5
CCOC(=O)c1c(C)[nH]c(C(=O)OCC(=O)N2CCCC2=O)c1C	0	-1.7	4	-5	4	-4	10	2	4
CCn1ccnc1CN1CCN(CCC(C)C)C(CCO)C1 (configuration not stated)	0	0.1	0	0	6	6	14	3	4
O=c1[nH]c(-c2ccccc2F)nc2c1sc(=S)n2Cc1ccccc1	-4	-0.8	10	-3	2	9	-1	7	23
CC(C)(C)NC(=O)c1ccccc1NC(=O)C1CC(=O)N(C2CCCCC2)C1 (configuration not stated)	-1	2.1	2	-2	7	2	1	2	5
CCn1c(CNc2cccc(C(F)(F)F)c2)n[nH]c1=S	0	3.7	1	2	4	-4	6	-19	7
O=C(CCN1CCN(c2ccccc2F)CC1)c1ccc(Br)cc1	-4	0.4	-3	-2	0	5	0	-1	20
CC(C)(C)c1ccc(NC(=O)N2CCN(c3ccc([N+](=O)[O-])cn3)CC2)cc1	2	-1.2	7	3	2	1	0	2	2
COCCCN=Cc1c(-c2ccccc2)[nH]n(-c2nc3ccccc3s2)c1=O	-12	0.9	8	-16	8	10	18	4	3

Remaining list, next part.
SMILES	Fam108B counter	MEX-5 binding	pPAFAH FP inh	PME-1 inh	GLD-1 RNA inh	MCL1-BIM inh	AHR activator	Bcl-xL primary	PAFAH1B2 FP inh
CCC(C)c1ccc(NC(=O)CC(C)=O)cc1 (configuration not stated)	-2	-2.1	-4	-8	5	-1	6	-2	7
O=C(COC(=O)C1CCCCC1)Nc1cc([N+](=O)[O-])ccc1F	-4	-1.7	10	0	-2	2	-1	2	18
Cc1cc(C)c(C#N)c(OCC(=O)c2ccc(Br)cc2)n1	-6	0.2	-8	6	8	-18	101*	-14	1
CC(=O)Nc1ccc(S(=O)(=O)NC2(C(F)(F)F)C(=O)Nc3c2c(=O)n(C)c(=O)n3C)cc1 (configuration not stated)	2	1.7	1	-1	5	-2	-1	-5	1
COc1cccc(C(=O)Nc2c3c(nn2-c2ccc([N+](=O)[O-])cc2)CS(=O)(=O)C3)c1	-1	1.5	8	2	7	1	9	1	6
O=C(CSc1nnc(-c2cccs2)n1CC1CCCO1)N1CCCC1 (configuration not stated)	-3	0.1	5	-1	1	6	1	5	1
O=C(CSc1n[nH]c(-c2ccco2)n1)Nc1ccccc1F	-6	3.4	9	-4	2	-6	-1	-2	8
COn1c(SCc2ccc(C)cc2C)nc2ccccc2c1=O	-6	2.5	-1	0	5	0	-1	-1	2
Cc1ccccc1NS(=O)(=O)c1ccc2[nH]c(=O)[nH]c2c1	-1	-1.3	18	1	5	-9	-1	-3	x
Cc1ccc(S(=O)(=O)Cc2ccc(C(=O)OCc3ccccc3)cc2)cc1	-3	-4.5	5	-4	0	8	3	10	4
OCCn1c(C(F)(F)F)nc2ccccc21	3	-1.2	-1	6	5	7	0	3	-1
Cc1ccc(C(=O)NCCc2cccc(Cl)c2)cc1[N+](=O)[O-]	2	4.3	4	-1	3	-2	12	6	2
C/C(O)=C(\C#N)P(=O)(c1ccccc1)c1ccccc1	5	0.1	1	1	-1	4	7	5	4
COC(=O)Nc1sc2c(c1C(N)=O)CCCCCC2	-5	-4.8	-5	-4	-10	-1	2	5	6
COc1ccccc1NC(=O)Cn1nc(C(F)(F)F)c2c1CCCC2	3	-1.3	8	-2	-3	6	9	4	2
O=C(O)CCC(=O)Nc1ccc(-c2nc3ccc(C(=O)c4ccccc4)cc3[nH]2)cc1	-6	0.6	1	-26	9	2	1	6	2
COC(=O)c1ccc2c(c1)N(Cc1nc(-c3ccc(Cl)cc3)oc1C)C(=O)C1CCCN21 (configuration not stated)	-4	3.3	3	3	4	2	4	7	3
CCOc1ccc(N2C(=O)CC(NCCNc3ccc(C(=O)c4cccs4)cc3)C2=O)cc1 (configuration not stated)	4	0.4	5	2	1	1	4	8	6
CN1CCN(C(=O)CSc2nnc(COc3ccccc3)o2)CC1	-3	-0.2	5	3	4	-1	1	-1	2
N#Cc1ccc(C(=O)OCC(=O)Nc2cccnc2Cl)cc1	x	x	0	-4	6	-4	-1	-1	-3
Cn1c(C(=O)N2CCCc3ccccc32)cc2c(=O)n3ccccc3nc21	0	2.5	7	3	5	0	-2	0	x
CCCn1nnc(NC(=S)NC(=O)CC)n1	-5	0.3	0	1	-7	1	2	0	0
COc1ccc(Cl)cc1NC(=O)CN(C)CC(=O)Nc1ccccc1N1CCOCC1	2	-3.4	-1	8	-9	2	14	-1	-1
OC1(c2ccc(Br)cc2)CN(c2ccccc2)C2=[N+]1CCS2 (configuration not stated)	0	0.3	3	-1	2	6	2	10	3

Assay outcomes deposited in PubChem BioAssay by several laboratories.
